GC-A act: GC-A (human) enzyme activation; 370,000 compounds, 0.14% hits; activation, % at 10 µM; AID 1671463; HEK293 GC-A cells, cGMP TR-FRET, EC30 ANP; 0% at EC30 ANP, 100% saturating ANP; P16066; in the data active means activation above about 40%
Target sequence (P16066 whole entry, looked up): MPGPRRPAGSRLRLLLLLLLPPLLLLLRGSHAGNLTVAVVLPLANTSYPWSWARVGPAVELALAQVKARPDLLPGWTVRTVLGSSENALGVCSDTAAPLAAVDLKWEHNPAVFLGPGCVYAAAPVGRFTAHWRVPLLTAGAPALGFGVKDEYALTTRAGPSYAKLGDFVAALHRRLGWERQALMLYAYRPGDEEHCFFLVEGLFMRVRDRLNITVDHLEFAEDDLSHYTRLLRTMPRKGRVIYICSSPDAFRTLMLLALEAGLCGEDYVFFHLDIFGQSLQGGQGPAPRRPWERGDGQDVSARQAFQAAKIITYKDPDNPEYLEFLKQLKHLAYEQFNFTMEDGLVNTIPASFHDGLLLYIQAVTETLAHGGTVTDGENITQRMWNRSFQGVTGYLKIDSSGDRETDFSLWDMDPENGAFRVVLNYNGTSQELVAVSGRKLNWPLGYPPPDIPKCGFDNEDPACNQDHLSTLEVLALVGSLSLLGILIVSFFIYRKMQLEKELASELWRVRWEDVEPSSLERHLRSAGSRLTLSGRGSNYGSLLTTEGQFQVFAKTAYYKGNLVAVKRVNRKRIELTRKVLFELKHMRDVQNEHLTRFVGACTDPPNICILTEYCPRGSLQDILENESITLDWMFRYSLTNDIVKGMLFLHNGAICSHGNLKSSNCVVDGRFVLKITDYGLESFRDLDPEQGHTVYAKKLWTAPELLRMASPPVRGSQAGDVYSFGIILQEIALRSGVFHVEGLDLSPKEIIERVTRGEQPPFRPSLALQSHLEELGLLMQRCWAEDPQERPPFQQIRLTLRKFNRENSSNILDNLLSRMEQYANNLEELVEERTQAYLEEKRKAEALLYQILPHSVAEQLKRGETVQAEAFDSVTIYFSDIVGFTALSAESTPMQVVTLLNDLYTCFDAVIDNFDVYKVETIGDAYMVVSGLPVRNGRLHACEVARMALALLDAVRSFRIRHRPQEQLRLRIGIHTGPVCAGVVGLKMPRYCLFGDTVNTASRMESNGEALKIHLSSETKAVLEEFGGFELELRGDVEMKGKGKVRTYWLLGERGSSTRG
PG9 Ab binder: PG9 antibody binding by small molecule; TR-FRET gp120-PG9 antibody binding; inhibition, % at 6.7 µM; 360,000 compounds, 0.43% hits; AID 624416; in the data active means inhibition above about 8.5%
ASAP1 inh: inhibitors of human ASAP1 ArfGAP activity; ASAP1-stimulated ARF1 GTP hydrolysis, GDP FP detection; Q9ULH1; inhibition, % at 16.5 µM; 360,000 compounds, 0.19% hits; in the data active means inhibition above about 25%;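 further: 0% = vehicle with enzyme and substrate and 100% = no enzyme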
ARFGAP1 inhibitor: inhibits rat ARF GTPase activating protein 1; Q62848; Arfgap1-stimulated ARF1 GTP hydrolysis, GDP FP detection; inhibition, % at 16.5 µM; 360,000 compounds, 0.26% hits;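 active means inhibition above a per-plate limit, mean inhibition of low control wells plus 3 SD, cut at about 25% in these data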;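 further: 0% = DMSO wells with enzyme and 100% = wells lacking Arfgap1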
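Material – truncated rat Arfgap1 GAP domain · Buffer or medium – HEPES-based buffer, pH 7.5 · Reagent – human ARF1(Δ1-17)-GTP substrate · Dosing – 16.5 µM single point, 1.26% DMSO · Schedule – GTP hydrolysis reaction 2 h at 25 °C · Technique – GDP detection by fluorescence polarization · Benchmarks – No-Arfgap1 wells (100%) versus DMSO full-reaction wells (0%) · Repeats – single replicate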
NR1D1 modulator: modulates human Rev-erb alpha binding to DNA. Rev-erbα–FITC-DNA binding, fluorescence polarization, 90 min. activity, % at 10 µM. AID 1259318. P20393. 370,000 compounds, 0.79% hits;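 active means activity above about 14%, limit read from the data; passing the limit was not always enough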;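 further: 0% = DMSO wells with 35 nM protein and 100% = DMSO wells with 750 nM protein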
SMARCA2 act: SMARCA2 function activation, primary screen; 370,000 compounds, 1% hits; activation, % at 9.1 µM; MG213 cells, MMTV-luciferase reporter, dexamethasone, overnight; in the data active means activation above about 7.8%;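 further: 0% = vehicle wells and 100% = reference activator wells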
NPR2 activator: GC-B (human) receptor activation; HEK293-GC-B cells, CNP EC30, cGMP TR-FRET; 0% at EC30 CNP, 100% saturating CNP; activation, % at 10 µM; 370,000 compounds, 0.11% hits;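 active means activation at 10 µM reaching about 35% in either raw or pattern-adjusted values, limit read from the data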
rCAG binder: molecules binding r(CAG) RNA repeats; r(CAG) RNA repeat, TO-PRO-1 dye displacement fluorescence; inhibition, % at 3 µM; 370,000 compounds, 1.3% hits;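 active means inhibition above the plate cutoff, the mean of all test compounds on that plate plus 3 SD, cut at about 35% in these data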;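 further: 0% = DMSO alone and 100% = 100 µM mitoxantrone as full dye displacement; higher means more dye released from RNA so lower well fluorescence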
HTRA1 inhibitor: inhibitors of human serine peptidase HTRA1; AID 504803; 340,000 compounds, 0.5% hits; recombinant HTRA1, FP-rhodamine activity-based probe, fluorescence polarization; inhibition, % at 5.96 µM; in the data active means inhibition above about 36%;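 further: 0% = enzyme with DMSO and 100% = wells lacking enzyme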
ABHD4 inh: inhibitors of mouse ABHD4; Q8VD66; purified mABHD4, FP-Rh probe fluorescence polarization; AID 720543; inhibition, % at 8.92 µM; 370,000 compounds, 0.54% hits;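 active means inhibition exceeding the mean over every tested compound plus 3 SD, cut at about 30% in these data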;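 further: 0% = plate median of compound wells and 100% = S159A mutant with DMSO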
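Assay system: wild-type mouse ABHD4 protein; compound: single nominal dose of 8.92 µM, 0.89% DMSO final; schedule: 45 min + 60 min at 25 °C; measured by: FP readout, ex 525 nm / em 598 nm; evaluation: % inhibition of FP-Rh probe binding versus controls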
An asterisk follows results filed as active; . = no result given. Rows were taken by chance; any-hit rate near 4.4%.

mol	GC-A act	PG9 Ab binder	ASAP1 inh	ARFGAP1 inhibitor	NR1D1 modulator	SMARCA2 act	NPR2 activator	rCAG binder	HTRA1 inhibitor	ABHD4 inh
O=c1oc2ccccc2cc1N1CCOCC1	-7.4	-1.3	12.9	2.9	4.6	2.3	-5.5	-3.1	-0.6	8.3
O=C(CC(=O)c1ccccc1)CC(O)(C=Cc1ccccc1)c1ccccc1 (configuration not stated)	0.7	-1.9	2.1	-4.7	-2.1	2.4	-0.3	6.3	-2.0	-6.8
Cc1ccc(NC(=O)CSc2nnc(-c3ccccc3C)o2)cc1C	3.3	-3.4	-6.0	7.6	-4.5	-2.4	-3.4	3.2	-4.8	-3.1
COC(=O)c1ccc(N2CCN(C(C)=O)CC2)c(NC(=O)COc2ccccc2C)c1	-2.3	0.7	6.3	-2.6	7.1	-0.9	-1.2	-4.1	-2.0	7.8
O=C(N/N=C/c1cccnc1)c1ccccc1OCc1ccc(Br)cc1	-12.4	-1.2	1.3	-12.0	-2.9	-1.2	-14.5	-0.1	-27.0	-3.2
CC(C)c1ccc2[nH]c3nc(SCC(=O)N4CCOCC4)nnc3c2c1	8.9	0.0	2.4	-1.8	0.7	9.7*	-0.7	-1.6	6.8	-7.2
O=C(O)c1ccc(-n2cccc2/C=C2/NC(=O)N(c3cccc(Cl)c3)C2=O)cc1	-10.6	-0.5	-12.2	6.7	-28.4	-4.5	-5.0	38.5*	-22.0	-5.4
O=C(CN(C(=O)CCC(=O)Nc1nccs1)c1ccc2c(c1)OCO2)NCc1ccc(F)cc1	1.8	0.8	-22.5	1.4	0.7	-3.1	7.7	10.8	2.7	-3.4
NC(=O)C1CCN(S(=O)(=O)c2cc3c4c(c2)CCN4C(=O)CC3)CC1	3.6	-0.6	-14.3	-5.8	1.5	-2.4	4.4	-0.5	-2.4	2.8
O=C(CN1CCN(c2ccccc2)CC1)NC(=O)NCc1ccco1	1.6	-0.9	1.4	5.2	-2.1	2.7	6.0	-1.7	2.3	0.5

mol	GC-A act	PG9 Ab binder	ASAP1 inh	ARFGAP1 inhibitor	NR1D1 modulator	SMARCA2 act	NPR2 activator	rCAG binder	HTRA1 inhibitor	ABHD4 inh
c1ccc(COC2CCCN(Cc3nc(-c4cnccn4)no3)C2)cc1 (configuration not stated)	-1.6	-2.1	8.2	3.3	1.4	1.5	-9.8	-6.0	4.4	1.8
COC(=O)[C@@]12C[C@@H](CC(=O)NCCCCc3ccccc3)C(=O)N(Cc3ccccc3)C1=CCC(C)(C)C2	-5.8	0.7	-8.6	3.6	3.3	-4.0	-1.5	4.9	.	-1.9
COC(=O)[C@]12C[C@H](CC(=O)NCc3cccc(C(F)(F)F)c3)C(=O)N(Cc3ccc(Cl)cc3Cl)C1=C[C@H](C1CCCC1)O[C@@H]2C	-4.9	.	.	.	0.1	-3.2	3.6	5.4	.	-8.4
CN(CCC(=O)Nc1cc(S(=O)(=O)N(C)C)ccc1Cl)CC(=O)Nc1ccc(F)cc1	-4.8	-2.8	4.4	1.9	1.2	0.0	-1.1	-0.1	-8.0	2.3
Cc1ccc(S(=O)(=O)N2CCN(C(=O)CSc3ccc(Cl)cc3)CC2)cc1	-15.4	-2.1	-0.7	2.1	-0.9	-0.8	-3.7	0.8	-1.4	-5.3
CC(C)OC(=O)c1ccc(COC(=O)c2cccc(-c3nnc(-c4ccccc4)o3)c2)cc1	-1.1	-1.0	4.7	3.5	16.9	-1.5	-0.3	0.8	-7.2	0.2
CCOC(=O)c1sc2ncn(/N=C/c3ccc(O)c(OC)c3)c(=O)c2c1C	2.7	0.9	1.8	-1.4	0.1	-2.8	-1.6	3.8	-2.6	6.1
Cc1ccc(N(CC(=O)NCc2ccc(F)cc2)S(=O)(=O)c2cccs2)cc1	2.3	-0.3	-3.4	-3.2	0.4	-2.2	-9.7	-2.5	-10.1	2.5
Fc1ccc2cc(-c3ccsc3)ncc2c1	6.2	-2.0	-2.9	9.8	-3.5	5.6	-4.8	1.6	-4.1	0.4
Cc1ccc(S(=O)(=O)N2CCOCC2)cc1C(=O)OCC(=O)NC1CCCC(C)C1C (configuration not stated)	0.2	0.6	-4.2	6.2	1.1	-3.2	-1.5	-0.2	1.5	-3.6

Quoted from the results shown, eight compounds:
mol	GC-A act	PG9 Ab binder	ASAP1 inh	ARFGAP1 inhibitor	NR1D1 modulator	SMARCA2 act	NPR2 activator	rCAG binder	HTRA1 inhibitor	ABHD4 inh
COC(=O)[C@@]12C[C@@H](CC(=O)NCCCCc3ccccc3)C(=O)N(Cc3ccccc3)C1=CCC(C)(C)C2	-5.8	0.7	-8.6	3.6	3.3	-4.0	-1.5	4.9	.	-1.9
COC(=O)[C@]12C[C@H](CC(=O)NCc3cccc(C(F)(F)F)c3)C(=O)N(Cc3ccc(Cl)cc3Cl)C1=C[C@H](C1CCCC1)O[C@@H]2C	-4.9	.	.	.	0.1	-3.2	3.6	5.4	.	-8.4
CN(CCC(=O)Nc1cc(S(=O)(=O)N(C)C)ccc1Cl)CC(=O)Nc1ccc(F)cc1	-4.8	-2.8	4.4	1.9	1.2	0.0	-1.1	-0.1	-8.0	2.3
Cc1ccc(S(=O)(=O)N2CCN(C(=O)CSc3ccc(Cl)cc3)CC2)cc1	-15.4	-2.1	-0.7	2.1	-0.9	-0.8	-3.7	0.8	-1.4	-5.3
CC(C)OC(=O)c1ccc(COC(=O)c2cccc(-c3nnc(-c4ccccc4)o3)c2)cc1	-1.1	-1.0	4.7	3.5	16.9	-1.5	-0.3	0.8	-7.2	0.2
CCOC(=O)c1sc2ncn(/N=C/c3ccc(O)c(OC)c3)c(=O)c2c1C	2.7	0.9	1.8	-1.4	0.1	-2.8	-1.6	3.8	-2.6	6.1
Cc1ccc(N(CC(=O)NCc2ccc(F)cc2)S(=O)(=O)c2cccs2)cc1	2.3	-0.3	-3.4	-3.2	0.4	-2.2	-9.7	-2.5	-10.1	2.5
Fc1ccc2cc(-c3ccsc3)ncc2c1	6.2	-2.0	-2.9	9.8	-3.5	5.6	-4.8	1.6	-4.1	0.4

Next records follow.
mol	GC-A act	PG9 Ab binder	ASAP1 inh	ARFGAP1 inhibitor	NR1D1 modulator	SMARCA2 act	NPR2 activator	rCAG binder	HTRA1 inhibitor	ABHD4 inh
Cc1cc(C)c(NC(=O)COC(=O)C2=COCCO2)c(Cl)c1	1.8	0.7	-2.4	19.5	10.6	-2.0	-4.9	-1.3	-5.6	3.9
O=C1CSC(c2ccccc2Cl)N1 (configuration not stated)	-0.3	0.8	1.8	-11.9	1.9	-2.4	0.9	1.7	1.6	-0.2
O=S(=O)(/N=C(/NNS(=O)(=O)c1ccccc1)c1ccccc1)c1ccccc1	5.1	-2.0	-12.1	2.2	4.5	1.1	0.5	8.3	-3.7	1.6
Cc1cc(OCC(=O)N(Cc2ccccc2)C2CCS(=O)(=O)C2)ccc1Cl (configuration not stated)	-6.9	0.3	2.5	-10.3	0.4	-5.8	-0.9	-4.2	0.0	3.2
